From PubChem
PglD DTNB – C. jejuni PglD acetyltransferase inhibitors, primary screen, biochemical, DTNB colorimetric, single point; purified PglD enzyme, DTNB colorimetric CoA detection; AID 602405, 2012; 0.098% of 360,000 active; UDP-N-acetylbacillosamine N-acetyltransferase PglD (Campylobacter jejuni); inhibition, % at 12.5 µM; in the data active = inhibition above about 16%, passing the limit was not always enough; also: strong numbers were not always called active
C2C12 statin – suppressors of statin myotoxicity in C2C12 myotubes, primary screen, cell-based, single point, plate reader | C2C12 myotubes + simvastatin, ATP luminescence, 48 h; scaled: DMSO 0, geranylgeraniol control 100 | rescue of ATP level, % at 7.49 µM | 0.78% of 330,000 active | AID 602340, 2012;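 active = mean ATP rescue above about 67%, or every replicate alone reaching that limit, limit read from the data, passing the limit was not always enough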;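 also: myotubes were challenged with 10 µM simvastatin during compound exposure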
FN deposition inh – inhibitors of fibronectin matrix deposition, primary screen, AH1F cells, Alexa488-fibronectin fluorescence, plate reader; AH1F fibroblasts, overnight; inhibition, % at 12.6 µM; 0.086% of 350,000 active;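 active = mean inhibition across replicates of 30% or more, regardless of how many single replicates reach that level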;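 also: positive control wells lacked labelled fibronectin entirely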
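Test system: AH1F fibroblast monolayer depositing Alexa488-labelled fibronectin into matrix. Input: 10000 cells per well. Technique: fluorescence, ex 485 nm, em 525 nm. Buffer or medium: DMEM plus 2% serum, read in PBS. Timing: 1 h cell adhesion before compound, then overnight fibronectin incubation. Compound: single dose, pinned. Read-out basis: inhibition from reduced deposited-fibronectin fluorescence.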
PGC1a acetyl inh – inhibitors of PGC1a acetylation signal, primary screen, cell-based, U2OS, AlphaScreen, inhibitor mode | AlphaScreen anti-acetyl-lysine; with virally co-expressed GCN5 acetyltransferase | inhibition, % at 15.6 µM | 0.17% of 350,000 active;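 active = every replicate shows inhibition of at least 40%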;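 also: 0% = neutral control wells and 100% = positive control wells; some results beyond the cut were filed as inactive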
F508del corr – F508del CFTR correction, initial screen, CFBE line, single point; AID 720511, 2013; 0.36% of 350,000 active; activity (quench increase), % at 7.58 µM; CFBE cells, YFP halide quenching; stimulated with forskolin plus potentiator P3; % fluorescence drop versus neutral controls;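 active = mean added fluorescence quench of at least 8% versus neutral control, with both replicates also reaching 8%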;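 also: cells transiently co-express mutant CFTR-F508del with the halide-sensitive YFP; corrector assay measuring rescue of mutant channel to the surface after 24 h compound exposure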
Cneo AK release – Cryptococcus neoformans cell lysis inducers, primary screen, AK release luminescence, single concentration; lysis activity, % at 15 µM; C. neoformans lysis, adenylate kinase release luminescence, 4 h; normalised: neutral wells 0, clomiphene wells 100; AID 651654, 2012; 0.2% of 360,000 active;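 active = mean lysis activity across replicates of at least 80%, whatever share of replicates individually reach that level; inactive = mean lysis activity below 80%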
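Assay system: C. neoformans cells. Amount: yeast cell density of 5 × 10^6 cells/mL. Technique: AK luminescence. Buffer or medium: YPD. Times: static 4 h at 37 °C with compound, 1 h detection. Dosing: single-point compound dose. Read-out: lysis from increased AK signal.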
miR-122 sensor – miR-122 Renilla sensor signal increase in Huh7, primary screen, miR-122 inhibitor project, cell-based, single point, plate reader; Huh7 miR-122 Renilla luciferase sensor, 48 h; neutral wells = 0, positive control = 100; activation (reporter increase), % at 12.5 µM; 0.3% of 340,000 active;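 active = mean replicate activation score at least 90 and every replicate individually at or above 90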;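 also: higher luciferase means less miR-122 activity so hits act as miR-122 inhibitors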
INS-1E GSIS act – GLuc luminescence reporter in INS-1E cells, primary screen for activators of glucose-dependent secretion of insulin; INS-1E GLuc reporter insulin secretion, 2-3 h; activation, % at 16.6 µM; 0.61% of 370,000 active;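 active = lowest replicate activation of at least 40%, so every replicate reaches that level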;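 also: 0% = median of neutral control wells and 100% = median of IBMX positive control wells; some compounds called inactive have numbers as strong as hits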
* hit, by the source's call; · = no result given; [ ] = remark or other dose.

nr	SMILES	PglD DTNB	C2C12 statin	FN deposition inh	PGC1a acetyl inh	F508del corr	Cneo AK release	miR-122 sensor	INS-1E GSIS act
1	CCOc1ccc(NC(=O)CC2C(=O)N(c3ccccc3)C(=O)N2CCOC)cc1 (stereo unspecified)	3	-9	-1	9	0.4	-1	-4	·
2	CC1CCCC(C)N1c1nnc(N)s1 (stereo unspecified)	1	3	11	-2	-0.7	0	14	0
3	CCc1c(C)nc(N2CCN(c3ccc(OC)cc3)CC2)[nH]c1=O	6	0	5	2	-0.8	-2	2	7
4	O=C(O)CC1NC(=S)N(c2ccccc2)C1=O (stereo unspecified)	-1	-16	0	-4	·	0	1	16
5	C=CCC[C@@H](Cc1ccc(F)cc1)C(=O)OC[C@@H](C)NC(=O)[C@H](CC=C)CC(=O)N(CCO)Cc1ccccc1	2	-5	-12	-4	-2.5	-4	-5	-14
6	CCCN(C)C[C@H]1Oc2cc(C#CC(C)(C)O)ccc2S(=O)(=O)N([C@H](C)CO)C[C@H]1C	3	1	1	-5	-0.3	2	0[16.7 µM]	-2
7	O=C(C1CCCC1)N1CCN(S(=O)(=O)c2ccc(Cl)cc2)CC1	-2	0	4	·	-0.4	0	·	-5
8	Cc1occc1C(=O)N1CCN(c2ccc(Cl)cc2)CC1	9	8	2	·	-0.5	2	10	-7
9	COc1ccccc1N1C(=O)CCC1(C#N)c1ccc(Br)cc1 (stereo unspecified)	-1	9	-2	-9	·	-1	6	·
10	CCc1ccc(NC(=O)COc2cccc(-n3cnnn3)c2)cc1	1	4	6	·	-0.1	-4	-7	22
11	CCCC(=O)Nc1ccc(C(=O)COC(=O)C2CC2)cc1	-1	4	0	-7	0.2	-2	0	6
12	COc1ccc(/C=C(\C#N)C(=O)OCC(=O)N2CC(C)OC(C)C2)cc1 (stereo unspecified)	·	·	-7	-10	-1.0	·	·	-43
13	CCN1CCN(S(=O)(=O)c2ccc(Cl)c(C(=O)N(C)Cc3ccc(C(C)(C)C)cc3)c2)CC1	0	5	-1	·	1.6	3	·	-58
14	CCC(=O)N1CCN(c2ccc(NC(=O)COc3ccccc3[N+](=O)[O-])cc2)CC1	2	4	-3	8	1.5	2	1	3
15	CN(CCCS(=O)(=O)[O-])c1ccc(/C=C/c2ccc3ccccc3[n+]2C)cc1	6	-1	-1	0	1.6	0	-9	-48
16	CC1(C)CC(=O)c2cnc(NC(=O)c3ccco3)nc2C1	-6	-7	·	-2	·	2	-38	·
17	CC12CCC(=O)N1C(C(=O)Nc1ccc(SC(F)F)cc1)CS2 (stereo unspecified)	1	-39	8	·	1.4	12	·	-3
18	Cc1ccc(N(CCC#N)C(=O)COC(=O)c2cc(C)oc2C)cc1	6	5	-11	·	4.1	1	-9	17
19	CCCc1[nH]nc2c1C(CCC)C(C#N)=C(N)O2 (stereo unspecified)	1	·	-2	·	·	1	-4	·
20	O=c1cc(-c2ccccc2)nc(/C=C/c2ccccc2)[nH]1	4	-19	2	7	1.6	-1	3	6
21	CCCN1CCN(CCCNC(=S)Nc2ccc(OC)cc2)CC1	-3	·	10	-2	·	-1	1	-9
22	COc1cc(C2NC(=O)NC(C)=C2C(=O)OCC2CCCCC2)cc(Cl)c1O (stereo unspecified)	-2	4	0	1	1.0	2	-6	-37
23	O=C(CN1CCN(c2cccc(Cl)c2)CC1)N1CCCC1	-2	10	0	-6	·	0	-2	·
24	CCCCC1C2C(=O)N(c3ccccc3)C(=O)C2ON1c1ccccc1 (stereo unspecified)	-14	-2	1	-2	1.1	-1	-9	-13

Already shown: entries from further up.
nr	SMILES	PglD DTNB	C2C12 statin	FN deposition inh	PGC1a acetyl inh	F508del corr	Cneo AK release	miR-122 sensor	INS-1E GSIS act
2	CC1CCCC(C)N1c1nnc(N)s1 (stereo unspecified)	1	3	11	-2	-0.7	0	14	0
3	CCc1c(C)nc(N2CCN(c3ccc(OC)cc3)CC2)[nH]c1=O	6	0	5	2	-0.8	-2	2	7
4	O=C(O)CC1NC(=S)N(c2ccccc2)C1=O (stereo unspecified)	-1	-16	0	-4	·	0	1	16

Going on with the list:
nr	SMILES	PglD DTNB	C2C12 statin	FN deposition inh	PGC1a acetyl inh	F508del corr	Cneo AK release	miR-122 sensor	INS-1E GSIS act
25	CC1CN(C(=O)CSc2nnc(C3CCCCC3)n2N)CC(C)O1 (stereo unspecified)	-2	3	-7	1	-3.8	-1	-6	8
26	Cc1ccc(S(=O)(=O)N(C(=O)c2ccncc2)c2ccc3oc4c(c3c2)CCCC4)cc1[N+](=O)[O-]	-4	·	-1	-1	-1.7	4	-3	19
27	O=C(c1ccc(Cl)c(NC2=NC3CS(=O)(=O)CC3S2)c1)N1CCN(c2ccc(F)cc2)CC1 (stereo unspecified)	-1	7	-4	3	-1.1	-1	1	11
28	CC(C)NC(=O)N(C)C[C@H]1Oc2ccc(NC(=O)Nc3ccc(F)cc3)cc2CC(=O)N([C@@H](C)CO)C[C@H]1C	0	-13	·	2	1.5	-2	-2[16.7 µM]	19
29	N#Cc1ncc(C(F)(F)F)cc1Oc1cccnc1	·	-5	0	-9	-1.2	·	-3	9
30	C#CCNC(=O)/C=C/c1ccc(C)cc1	-3	4	18	-4	2.2	-1	-1	9
31	COCCn1cc(C(=S)N2CCCCC2)c2ccccc21	·	·	-6	7	0.5	·	·	-21
32	N/C(=N\OC(=O)c1ccoc1)c1ccc(Br)cc1	-2	-9	·	4	2.6	-4	2	10
33	O=C(COC(=O)CCc1ccccc1)NC1CCS(=O)(=O)C1 (stereo unspecified)	-1	6	5	9	-2.3	3	1	-17
34	COc1cc2nnn(-c3ccncc3)c2cc1OC	-3	-6	10	23	3.3	0	-3	37
35	Cc1cccn2c(=O)c(C(=O)NC3CCCCC3)c(O)nc12	1	-28	12	2	-2.2	1	-7	8
36	c1ccc(Cc2c(-c3ccco3)nc3c4ccccc4ccn23)cc1	0	-25	-1	8	3.6	-3	-1	-3

Brought forward from above: six compounds, then new ones.
nr	SMILES	PglD DTNB	C2C12 statin	FN deposition inh	PGC1a acetyl inh	F508del corr	Cneo AK release	miR-122 sensor	INS-1E GSIS act
31	COCCn1cc(C(=S)N2CCCCC2)c2ccccc21	·	·	-6	7	0.5	·	·	-21
32	N/C(=N\OC(=O)c1ccoc1)c1ccc(Br)cc1	-2	-9	·	4	2.6	-4	2	10
33	O=C(COC(=O)CCc1ccccc1)NC1CCS(=O)(=O)C1 (stereo unspecified)	-1	6	5	9	-2.3	3	1	-17
34	COc1cc2nnn(-c3ccncc3)c2cc1OC	-3	-6	10	23	3.3	0	-3	37
35	Cc1cccn2c(=O)c(C(=O)NC3CCCCC3)c(O)nc12	1	-28	12	2	-2.2	1	-7	8
36	c1ccc(Cc2c(-c3ccco3)nc3c4ccccc4ccn23)cc1	0	-25	-1	8	3.6	-3	-1	-3
37	O=C(COC(=O)c1ccc(OC(F)F)cc1)NCCC1=CCCCC1	·	-6	0	3	3.8	·	·	10
38	CC(C)Oc1ccc(C(=O)Nc2ccccc2N2CCOCC2)cc1	-2	·	-4	-7	-1.1	2	48	8
39	O=C(C[C@H]1C[C@@H]2c3cc(NC(=O)c4ccc5c(c4)OCO5)ccc3O[C@@H]2[C@@H](CO)O1)NCC(F)(F)F	2	-1	·	-3	-1.3	-10	-9[16.7 µM]	-3
40	COCC(C)n1c(C)cc(C(=O)COC(=O)CCc2nc3ccccc3c(=O)[nH]2)c1C (stereo unspecified)	-3	-4	6	-1	-2.4	2	-5	21
41	Cc1[nH]c(-c2ccc(F)cc2)cc1C(=O)N1CCN(c2ccccc2)CC1	4	-3	-16	0	-5.0	2	6	17
42	C[C@@H](NC(=O)C[C@H]1C[C@H]2c3cc(NS(=O)(=O)c4ccc(F)cc4)ccc3O[C@H]2[C@@H](CO)O1)c1ccccc1	5	-3	7	1	-2.6	-2	16[16.7 µM]	-5
43	O=C(CSc1nc2[nH]c(=O)[nH]c(=O)c2s1)Nc1cccc(F)c1	6	45	10	5	-1.7	1	-3	24
44	CCCCn1c(N)c(N(CC(C)C)C(=O)C2CCN(C(=O)c3ccc(Cl)cc3)CC2)c(=O)[nH]c1=O	8	14	-5	·	-2.4	-1	·	30
45	Cc1nc(=O)c(-c2ccccc2)c(C)n1-c1ccccc1C(=O)O	-5	-1	-6	4	·	2	-16	·
46	COc1ccc(S(=O)(=O)Nc2ccc3c(c2)C(=O)N([C@H](C)CO)C[C@H](C)[C@H](CN(C)C(=O)Nc2c(C)noc2C)O3)cc1	0	·	·	-10	-1.8	-4	-3[16.7 µM]	7

The order is random. Share with any hit: about 2.1%.
